# Screening results: PubChem BioAssay, several laboratories
# GC-B act: human GC-B receptor activators, primary screen, HEK293 GC-B cells, cGMP TR-FRET, EC30 CNP; Atrial natriuretic peptide receptor 2 (Homo sapiens), P20594; 0% at EC30 CNP, 100% saturating CNP; activation, % at 10 µM; actives 0.11% (n = 370,000);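 active = activation at 10 µM reaching about 35% in either raw or pattern-adjusted values, limit read from the data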
# SMARCA2 activ: SMARCA2 (BRM) function activators, primary screen, cell-based, luminescence, high throughput | MG213 cells, MMTV-luciferase reporter, dexamethasone, overnight | activation, % at 9.1 µM | actives 1% (n = 370,000) | AID 652017, 2013; in the data active = activation above about 7.8%;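 note: 0% = vehicle wells and 100% = reference activator wells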
# ssDAF12 agonist: S. stercoralis DAF-12 nuclear receptor activators, primary screen, cell-based, luminescence, HEK293, GRIP1 co-expression, lit1-tk-luc | HEK293 ssDAF-12/GRIP1 lit1-tk-luc reporter; % of 3 µM dafachronic acid response | activation, % at 6.8 µM | actives 1% (n = 370,000) | Nuclear hormone receptor DAF-12 (Strongyloides stercoralis);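 active = activation above the mean over all tested compounds plus 3 SD, cut at about 0.9% in these data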;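 note: 0% = DMSO-only wells and 100% = 3 µM delta7-dafachronic acid wells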
# HGIII-sPLA2 inh: human group III sPLA2 inhibitors, primary screen, biochemical, QFRET, BODIPY PC-A2 liposome substrate; Group 3 secretory phospholipase A2 (Homo sapiens), Q9NZ20; actives 0.56% (n = 370,000); inhibition, % at 12.2 µM; QFRET BODIPY PC-A2 liposome hydrolysis, fluorescence; AID 743126, 2013;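 active = inhibition above mean plus 3 SD of compounds lying within the high and low control bounds, cut at about 19% in these data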;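 note: 0% = median of test compound wells and 100% = no enzyme DMSO wells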
# Target sequence (Q9NZ20 whole entry, looked up): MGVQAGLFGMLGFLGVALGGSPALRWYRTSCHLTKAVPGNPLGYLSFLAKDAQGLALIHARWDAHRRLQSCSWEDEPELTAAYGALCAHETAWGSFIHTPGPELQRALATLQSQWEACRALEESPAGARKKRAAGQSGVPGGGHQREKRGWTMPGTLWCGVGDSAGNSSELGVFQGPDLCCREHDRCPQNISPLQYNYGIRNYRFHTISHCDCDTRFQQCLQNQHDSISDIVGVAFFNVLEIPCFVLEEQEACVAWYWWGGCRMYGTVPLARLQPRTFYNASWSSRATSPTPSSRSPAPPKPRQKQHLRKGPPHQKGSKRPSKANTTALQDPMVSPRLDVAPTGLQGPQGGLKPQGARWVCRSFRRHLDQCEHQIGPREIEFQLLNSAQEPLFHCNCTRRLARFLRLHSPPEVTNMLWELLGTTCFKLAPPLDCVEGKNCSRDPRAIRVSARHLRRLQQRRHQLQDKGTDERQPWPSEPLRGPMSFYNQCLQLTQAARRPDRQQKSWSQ
# hgDAF12 agonist: H. glycines DAF-12 receptor agonists, primary screen, cell-based, luminescence, HEK293, GAL4 fusion, UAS-luciferase; Nuclear hormone receptor DAF-12 (Heterodera glycines), GAL4 fusion; HEK293 GAL4-hgDAF12 UAS-luciferase reporter, agonist luminescence; normalized to butyrate control; activation, % at 6.8 µM; actives 1.8% (n = 370,000);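 active = activation above a cutoff set at the mean of all screened compounds plus 3 SD, cut at about 10% in these data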;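 note: 0% = DMSO wells and 100% = sodium butyrate wells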
# DAX1 inh-1: DAX1 (NR0B1) inhibitors, primary screen, cell-based, HEK293, Gal4-DAX1, luciferase luminescence; HEK293 Gal4-DAX1 luciferase reporter; inhibition, % at 6.75 µM; actives 0.99% (n = 340,000); AID 504766, 2011;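 active = inhibition above the mean over all tested compounds plus 3 SD, cut at about 4.2% in these data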;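 note: 0% = DAX1-transfected cells with DMSO and 100% = empty-vector control cells with DMSO; inhibition shows as a rise in luminescence from relieved DAX1 repression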
# DAX1 inh-2: DAX1 (NR0B1) inhibitors on StAR promoter, primary screen, cell-based, luminescence, SF-1 (NR5A1), full-length DAX-1; inhibition, % at 6.8 µM; actives 1.1% (n = 370,000); HEK293T StAR-luciferase reporter, SF-1/DAX-1 repression relief; AID 652010, 2013;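 active = inhibition above the mean over all tested compounds plus 3 SD, cut at about 3.6% in these data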;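 note: 0% = DAX-1 cells with DMSO and 100% = cells lacking DAX-1 with DMSO; higher inhibition means more luminescence from relief of DAX-1 repression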
# NPR1 activator: GC-A stimulated cGMP production enhancers – HEK293 GC-A cells, cGMP TR-FRET, EC30 ANP, primary screen; Atrial natriuretic peptide receptor 1 (Homo sapiens), P16066; 0% at EC30 ANP, 100% saturating ANP; activation, % at 10 µM; actives 0.14% (n = 370,000); AID 1671463, 2021; in the data active = activation above about 40%
# hcDAF-12 act: H. contortus DAF-12 nuclear receptor activators, primary screen, cell-based, luminescence, HEK293, lit1-tk-luc reporter | HEK293 hcDAF-12 lit1-tk-luc reporter; 0% DMSO, 100% Δ7-dafachronic acid | activation, % at 6.8 µM | actives 1.4% (n = 370,000);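 active = activation above the mean of all tested compounds plus 3 SD, cut at about 5.5% in these data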;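 note: 100% = response to 3 µM Δ7-dafachronic acid high control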
# FXN GAA850 act: FXN promoter activators, primary screen, cell-based, luciferase luminescence, HEK293 lucGAA850 | activation, % at 6 µM | HEK293 lucGAA850 FXN promoter luciferase reporter, 24 h; percent of 10 µM SAHA response | actives 0.56% (n = 360,000);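 active = activation above the average of all compounds screened plus 3 SD, cutoff fixed separately per campaign, cut at about 7.5% in these data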;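 note: 0% = DMSO wells and 100% = 10 µM SAHA wells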
# ADAM10 inh: human ADAM10 inhibitors, primary screen, biochemical, QFRET, HTS; inhibition, % at 7 µM; Disintegrin and metalloproteinase domain-containing protein 10 (Homo sapiens), O14672; actives 0.62% (n = 370,000); recombinant ADAM10, EDANS/DABCYL FRET peptide cleavage, 3 h; AID 720582, 2013;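 active = inhibition above a per-campaign cutoff equal to the mean of compounds falling between control-based bounds plus 3 SD, cut at about 20% in these data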;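 note: 0% = DMSO wells while the 100% control is not disclosed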
# Target sequence (O14672 214-748 limits assumed): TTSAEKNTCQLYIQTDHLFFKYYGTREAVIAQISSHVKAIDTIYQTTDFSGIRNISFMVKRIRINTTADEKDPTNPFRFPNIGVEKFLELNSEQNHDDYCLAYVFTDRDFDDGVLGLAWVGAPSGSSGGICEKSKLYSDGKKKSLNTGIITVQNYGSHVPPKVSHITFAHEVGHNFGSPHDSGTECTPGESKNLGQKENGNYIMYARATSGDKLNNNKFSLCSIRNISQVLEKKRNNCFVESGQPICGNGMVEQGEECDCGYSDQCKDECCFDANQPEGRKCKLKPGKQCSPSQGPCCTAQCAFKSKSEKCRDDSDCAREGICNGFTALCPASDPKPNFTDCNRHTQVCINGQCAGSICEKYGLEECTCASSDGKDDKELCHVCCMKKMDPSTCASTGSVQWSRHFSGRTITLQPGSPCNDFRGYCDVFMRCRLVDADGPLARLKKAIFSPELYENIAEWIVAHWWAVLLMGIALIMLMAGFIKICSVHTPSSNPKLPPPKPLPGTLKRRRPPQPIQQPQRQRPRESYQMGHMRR
# An asterisk follows results filed as active; nt = no result given.
# Values in the order: GC-B act	SMARCA2 activ	ssDAF12 agonist	HGIII-sPLA2 inh	hgDAF12 agonist	DAX1 inh-1	DAX1 inh-2	NPR1 activator	hcDAF-12 act	FXN GAA850 act	ADAM10 inh
CN(C)c1ccc(C=C2C=Cc3ccccc32)cc1
    -1	9.3*	0.3	-3	13*	3.5	4.8*	-1	6.2*	2.6	5
CC1CC(C)CN(C(=O)COC(=O)c2cc3ccccc3cc2O)C1 (configuration not stated)
    -4	1	-0.4	-20	2.7	-1.6	-0.1	1	0.6	1.6	-2
CCN(CC)c1ccc(NC(=O)COC(=O)CCc2cc(OC)c(OC)c(OC)c2)cc1
    -5	-2	-0.6	-2	-0.1	0.6	-1.2	-4	0.6	-1.3	-3
Cc1ccc(S(=O)(=O)N/N=C\c2cn(CC(N)=O)c3ccccc23)cc1C
    0	-2	-0.6	12	1.8	0.4	1.1	0	1.3	1.1	-2
CCC(C)(C)C1CCC(NC(=O)c2ccc(S(=O)(=O)N3CCOCC3)cc2)CC1 (configuration not stated)
    4	-7	-1.8	3	0.9	-0.5	0.3	-1	0.1	0.5	-4
CSc1ccccc1OCc1cc(C(=O)NCc2ccc(C)s2)no1
    6	1	-1.1	-6	1.5	0.2	0.1	2	1.3	-0.1	12
COc1ccc(C(=O)NC2CCCCCC2)cc1S(=O)(=O)N1CCCc2ccccc21
    2	-3	-1.2	-3	0.4	-0.7	0.0	0	-0.3	-0.8	4
CCOc1ccc(NC(=O)CN(C)C(=O)c2cccnc2Sc2ccc(Cl)cc2)cc1OCC
    -4	-1	-1.3	-7	-1.4	-0.2	-0.3	-1	-1.3	-3.9	1
COC(=O)[C@H](CC(C)C)NC(=O)c1cc2c(cn1)[nH]c1ccccc12
    4	-1	-1.3	-10	-0.8	-1.8	0.0	7	-2.8	1.9	-88
CC(=O)O[C@H]1C[C@@]2(C)[C@@H](C[C@@H](O)[C@H]3[C@@]4(C)CC[C@@H](O)[C@@H](C)C4CC[C@@]32C)/C1=C(\CCC=C(C)C)C(=O)O (some centres not stated)
    9	-5	-1.4	1	4.7	0.4	-0.1	7	-0.5	-0.1	-2
CCc1cc(C(=O)c2ccc(C)cc2)c(NC(=O)CCl)s1
    4	-2	-1.4	-2	0.6	0.3	-1.1	-15	-0.5	1.7	10
COc1ccc(C2=CC(=O)CC(c3ccc(OC)cc3)C2)cc1 (configuration not stated)
    -2	-1	-1.6	-10	3.8	-0.1	1.8	-2	0.3	2.5	2
COc1ccc(NC(=O)CN(C)S(=O)(=O)c2cccc3nsnc23)cc1OC
    0	-2	-0.8	-1	-0.7	-2.0	0.1	-2	0.2	-2.4	3
CN(C)c1ccc(-c2nnc(SCC3CCCO3)n2C)cc1 (configuration not stated)
    -1	2	0.1	2	8.0	4.8*	2.1	-1	2.5	4.6	-11
O=C(NCCO)c1ccc(Oc2ccc(C(F)(F)F)cc2[N+](=O)[O-])cc1
    3	-1	-1.5	7	0.6	-0.4	0.7	5	-1.0	0.6	-2

# Reformatted: results already given
SMILES: CN(C)c1ccc(C=C2C=Cc3ccccc32)cc1
  GC-B act: -1
  SMARCA2 activ: 9.3*
  ssDAF12 agonist: 0.3
  HGIII-sPLA2 inh: -3
  hgDAF12 agonist: 13*
  DAX1 inh-1: 3.5
  DAX1 inh-2: 4.8*
  NPR1 activator: -1
  hcDAF-12 act: 6.2*
  FXN GAA850 act: 2.6
  ADAM10 inh: 5

SMILES: CC1CC(C)CN(C(=O)COC(=O)c2cc3ccccc3cc2O)C1 (configuration not stated)
  GC-B act: -4
  SMARCA2 activ: 1
  ssDAF12 agonist: -0.4
  HGIII-sPLA2 inh: -20
  hgDAF12 agonist: 2.7
  DAX1 inh-1: -1.6
  DAX1 inh-2: -0.1
  NPR1 activator: 1
  hcDAF-12 act: 0.6
  FXN GAA850 act: 1.6
  ADAM10 inh: -2

# (listing goes on)
# Values in the order: GC-B act	SMARCA2 activ	ssDAF12 agonist	HGIII-sPLA2 inh	hgDAF12 agonist	DAX1 inh-1	DAX1 inh-2	NPR1 activator	hcDAF-12 act	FXN GAA850 act	ADAM10 inh
COc1cc(NC(=O)c2c(F)c(F)c(F)c(F)c2F)c(OC)cc1Cl
    -20	0	-0.6	0	3.8	-0.4	-0.6	-19	2.6	-4.1	6
O=C(c1cnn2c(C(F)(F)F)cc(-c3ccccc3)nc12)N1CCCCC1c1cccnc1 (configuration not stated)
    1	0	-2.3	0	-3.6	-0.3	-1.0	-7	-2.1	0.9	-17
CCOc1ccc(-c2nnn(CC(=O)NCc3ccc(F)cc3)n2)cc1OCC
    -1	-2	-1.4	-1	-0.1	0.3	-0.5	-1	-0.3	1.5	7
OC(c1ccc(F)cc1)c1nc(-c2cccc(C(F)(F)F)c2)cs1 (configuration not stated)
    -3	2	-0.5	-9	3.5	nt	-0.1	2	-1.2	-0.2	10
O=C(Nc1ccc(/C=C/c2nc3ccccc3o2)cc1)c1cccc(C(F)(F)F)c1
    -4	1	0.0	6	3.8	0.0	0.2	-1	0.9	4.8	-22
COc1cc(CN(C)CC2CCCN(CCc3ccccc3F)C2)cc(Cl)c1OC (configuration not stated)
    -14	-3	-1.3	-10	-0.2	0.3	0.0	-19	-1.3	-1.4	-4
CC1CC(C)CN(C(=O)Cn2c(=O)n(CCCCC(=O)NCc3ccco3)c(=O)c3ccccc32)C1 (configuration not stated)
    -3	0	-0.9	6	1.5	-1.2	0.2	-1	0.2	2.9	2
Cc1ccc(Cn2nnc3c(=O)[nH]c(C4CCCN(S(=O)(=O)c5ccc(F)cc5)C4)nc32)cc1 (configuration not stated)
    9	-1	-0.8	0	3.7	0.1	0.0	9	0.4	0.2	-8
Cc1ccc(/C=N/c2sc(Cc3ccccc3)c(C)c2C(N)=O)o1
    -3	1	-0.9	-15	-0.2	-0.6	0.0	1	-0.5	2.1	-64
Cn1nc([N+](=O)[O-])nc1Sc1nnc(-c2ccccc2)o1
    4	-2	-1.6	3	0.7	-2.4	-0.1	3	0.4	-9.6	9
CCC(=O)N(C)CCc1cc2c(c(OC)c1/C=N/NC(=O)[C@H]1C[C@@H]1c1ccccc1)OCO2
    -1	-2	-1.2	-7	-0.1	-1.4	-0.6	-2	-0.8	-2.3	-9
C[C@@H]1CN=C2N(CCNC(=O)CCC3CCCCC3)[C@H](Cc3ccc(O)cc3)CN21
    6	0	-1.6	2	-0.5	0.5	0.5	0	-0.5	0.3	-8
O=C(Cn1c(C(F)(F)F)nc2ccccc21)c1ccccc1
    0	-3	-2.2	-7	-2.7	-0.6	-0.3	4	-3.1	-0.2	-5
O=C1C2C3C=CC(C3)C2C(=O)N1CNc1ccccc1 (configuration not stated)
    8	0	-1.4	6	0.2	1.0	-0.4	4	-0.8	0.9	-9
CC1CCCCN1C(=O)CSc1nnc(-c2ccccc2O)o1 (configuration not stated)
    -1	8.9*	1.7*	6	16*	1.8	1.8	1	15*	4.9	3
N/C(=N\OC(=O)CCCOc1ccc(Cl)cc1Cl)c1ccccn1
    3	-3	-1.6	-5	-0.5	-0.3	0.8	13	0.1	3.2	-5
COc1cccc(OC)c1C(=O)NC(=S)Nc1ccc2c(c1)Cc1ccccc1-2
    1	-2	0.1	2	-0.3	1.3	0.5	5	3.6	2.6	2
CCCN1C2CCCC1CC(NC(=O)c1cc(OC)cc(OC)c1)C2 (configuration not stated)
    -1	-1	-1.1	-1	0.2	1.4	0.1	-1	-0.2	0.3	-7
O=C(OCc1ccc(F)cc1)c1cc(S(=O)(=O)N2CCCCC2)ccc1N1CCOCC1
    -1	0	-1.1	0	-0.5	1.8	1.6	-1	0.0	1.0	-5
CC(Oc1ccc2c(-c3ccccc3)cc(=O)oc2c1)C(=O)NCCN1CCOCC1 (configuration not stated)
    -2	-6	-1.3	0	-0.1	-0.7	-0.6	0	-2.4	-2.1	-1
CCOC(=O)Cc1c(C)nc2c(C#N)c(C)nn2c1C
    6	-4	-0.6	4	-0.6	0.5	1.2	5	-1.2	-0.4	-177
CCOc1ccc2nc(NC(=O)c3cccnc3)sc2c1
    -3	3	-1.1	-1	5.6	1.2	2.3	3	0.8	0.9	-37
CCOc1cc(NC(=O)C2CCCO2)c(OCC)cc1NC(C)=O (configuration not stated)
    -2	-1	-1.4	2	-0.9	0.6	0.0	-1	0.8	-0.1	-3
COc1ccc(Cc2nc(-c3ccccc3)no2)cc1
    -2	2	-1.0	4	13*	-0.2	0.7	0	0.7	1.4	3
Cc1cccc(N2CC(C(=O)OCC(=O)Nc3sccc3C(N)=O)CC2=O)c1C (configuration not stated)
    -7	-1	-0.8	-1	-1.5	-1.0	-0.5	0	2.6	0.9	-9
CCc1ccc(NC(=O)CN(c2ccc(OC)cc2)S(=O)(=O)c2c(C)nn(C)c2C)cc1
    1	3	-0.8	-6	1.4	0.1	0.9	-2	4.7	0.8	-1
O=C(c1ccc(S(=O)(=O)NCC2CCCO2)cc1)N1CCN(c2ccccc2)CC1 (configuration not stated)
    0	0	-1.2	-4	-1.5	0.2	-0.1	0	-0.6	1.0	-3
CN1c2ccc([N+](=O)[O-])cc2C(C)(C)C12C=Cc1cc(C(=O)O)ccc1O2 (configuration not stated)
    0	-2	-1.2	-14	1.4	0.3	-0.2	0	-1.1	0.1	6
COC(=O)C1=C(Nc2ccc(C)cc2)C=C(C)C(C(=O)OC)C1c1cccc(OC)c1 (configuration not stated)
    -11	-1	-1.8	-9	-0.6	-0.1	-0.5	-7	-2.3	-3.3	3
COc1cnc(-c2ccccn2)nc1N(C)c1ccccc1
    2	-1	-1.4	3	-8.8	-2.8	-1.8	0	-2.3	-9.0	-9
Cc1c(C(=O)OCC(=O)N(C)c2ccccc2)cccc1[N+](=O)[O-]
    1	4	-1.7	0	-1.0	1.7	0.0	-3	-0.8	0.9	0
CC1CC(C)CN(C(=O)C2CCN(S(=O)(=O)c3cccs3)CC2)C1 (configuration not stated)
    -4	-4	-1.0	4	-0.9	0.1	0.1	-1	-0.9	0.3	-11
O=C(CSc1ccc(F)cc1)NCCc1ccc(Cl)cc1
    -6	-2	-0.9	-6	0.3	0.5	-0.2	-1	2.8	0.6	1
COC(=O)c1ccc(NC(=O)CCOc2ccccc2)cc1
    6	-3	-1.0	8	-1.3	-1.3	0.3	0	-2.1	0.6	5
CC(C)c1ccc(NC2CCCN(C(=O)CN3CCCC3=O)C2)cc1 (configuration not stated)
    5	0	-0.5	5	-0.7	1.3	0.5	5	-0.4	1.2	2
